# High-throughput results from PubChem.
# CHOP UPR activ: activators of apoptotic CHOP UPR arm, primary screen, cell-based, CHO-CHOP luciferase reporter, luminescence, uHTS; UPR activation; percent of tunicamycin response over DMSO baseline; activation, % at 10 µM; 330,000 tested, 0.34% active;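 active = at 10 µM dose, activation of 40% or more, normalized to positive control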;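 note: 100% = tunicamycin at 10 µg/mL and 0% = DMSO alone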
#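 System: CHO-CHOP luciferase reporter cell line; amount: 500 cells/well; buffer or medium: F12 medium containing 10% fetal bovine serum; incubation: 6 h compound exposure at 37 °C after overnight seeding; measured by: luciferase luminescence after 10 min with Steady-Glo reagent; evaluation: % reporter activation, DMSO baseline versus tunicamycin full activation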
# CCR6 antagonist: CCR6 receptor antagonists, primary screen, cell-based, CHO-K1, luminescence, beta-arrestin, uHTS; C-C chemokine receptor type 6 (Homo sapiens), P51684; CHO-K1 CCR6 PathHunter beta-arrestin, CCL20-stimulated; inhibition, % at 20 µM; 340,000 tested, 0.49% active;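 active = compounds whose inhibition of the agonist-driven luminescence signal at 20 µM reaches about 50%, limit read from the data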;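 note: cells stimulated with CCL20 at 14 nM final; plate controls were DMSO with CCL20 for no effect and DMSO without agonist for full effect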
# Target sequence (P51684 whole entry, looked up): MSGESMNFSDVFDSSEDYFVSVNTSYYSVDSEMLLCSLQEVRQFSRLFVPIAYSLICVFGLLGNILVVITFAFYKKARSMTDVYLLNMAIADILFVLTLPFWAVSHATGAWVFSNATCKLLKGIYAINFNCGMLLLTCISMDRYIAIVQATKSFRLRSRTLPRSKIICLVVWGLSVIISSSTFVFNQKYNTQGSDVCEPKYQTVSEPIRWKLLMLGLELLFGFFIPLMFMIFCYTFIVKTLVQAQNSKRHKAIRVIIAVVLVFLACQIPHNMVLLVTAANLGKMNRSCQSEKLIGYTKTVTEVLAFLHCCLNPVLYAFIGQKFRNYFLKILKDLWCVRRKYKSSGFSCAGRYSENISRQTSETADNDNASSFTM
# CXCR6 block: CXCR6 receptor inhibitors, primary screen, cell-based, beta-arrestin, luminescence, CHO-K1 PathHunter, 1536-well; C-X-C chemokine receptor type 6 (Homo sapiens), O00574; inhibition, % at 20 µM; 360,000 tested, 0.36% active; in the data active = inhibition above about 34%, passing the limit was not always enough;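 note: antagonist mode with CXCL16 agonist at 10 nM final; 0% = 10 nM CXCL16 with DMSO and 100% = unstimulated wells without agonist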
# Target sequence (O00574 whole entry, looked up): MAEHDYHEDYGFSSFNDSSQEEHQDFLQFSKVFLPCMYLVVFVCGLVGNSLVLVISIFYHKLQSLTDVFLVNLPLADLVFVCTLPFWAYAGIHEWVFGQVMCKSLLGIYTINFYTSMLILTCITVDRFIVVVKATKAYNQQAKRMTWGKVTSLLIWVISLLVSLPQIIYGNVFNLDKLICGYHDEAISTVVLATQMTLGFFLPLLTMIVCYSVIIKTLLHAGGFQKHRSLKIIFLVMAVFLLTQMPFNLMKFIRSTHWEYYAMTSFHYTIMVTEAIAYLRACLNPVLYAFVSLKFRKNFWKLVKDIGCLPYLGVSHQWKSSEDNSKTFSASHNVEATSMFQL
# Gli-Sufu block: Gli-Sufu pathway antagonists, primary screen, luciferase luminescence, Sufu-KO-LIGHT cells, uHTS | Sufu-KO-LIGHT fibroblasts, Gli luciferase reporter luminescence | inhibition, % at 5 µM | 340,000 tested, 0.74% active;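 active = inhibition above about 55%, limit read from the data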;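 note: 0% = DMSO-treated cells and 100% = wells with medium but no cells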
# Mdm2 MdmX PPI: inhibitors of human Mdm2-MdmX association, primary screen, cell-based, luminescence, split luciferase, SaOS-2, uHTS | Protein Mdm4 (Homo sapiens) + E3 ubiquitin-protein ligase Mdm2 (Homo sapiens), … | SaOS-2 split-luciferase Mdm2/MdmX complementation | inhibition, % at 8 µM | 330,000 tested, 3% active;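 active = inhibition of at least 50% at 8 µM in the primary screen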
# 697 NFkB inh: inhibitors of PMA/ionomycin-induced NF-kB reporter, 697 cells, primary screen, B-cell NF-kB inhibitor project, cell-based, luminescence, uHTS; 697 B-cell NF-kB luciferase reporter, 16 h; inhibition, % at 4 µM; 330,000 tested, 0.33% active; in the data active = inhibition above about 35%
# Jurkat NFkB inh: inhibitors of induced NF-kB luciferase reporter, primary screen, TCR NF-kB activation inhibitor project, cell-based, luminescence, uHTS; 330,000 tested, 0.53% active; inhibition, % at 4 µM; AID 435003, 2010; Jurkat, PMA/ionomycin-induced NF-kB luciferase reporter; in the data active = inhibition above about 50%
# UPR XBP1 act: activators of adaptive XBP1 UPR arm, primary screen, cell-based, CHO-XBP1 luciferase reporter, luminescence, uHTS | AID 463104, 2010 | IRE1-XBP1 UPR activation; percent of tunicamycin response, DMSO as zero | activation, % at 20 µM | 330,000 tested, 0.33% active;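 active = versus positive control, 20 µM dose yields 30% or more activation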;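 note: 100% = tunicamycin at 10 µg/mL and 0% = DMSO only wells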
#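 Signal: luciferase luminescence; Assay system: CHO-XBP1 luciferase reporter cells; Amount: one thousand reporter cells per well; Dosing: 20 µM single concentration, DMSO 1%; Benchmarks: high control tunicamycin 10 µg/mL final, low control DMSO vehicle only; Schedule: 6 h compound exposure at 37 °C, 5% CO2; Evaluation: percent activation relative to tunicamycin reference.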
# EBI2 block: EBI2 receptor antagonists, beta-arrestin recruitment, primary screen, cell-based, luminescence, 7a,25-OHC stimulation, uHTS; G-protein coupled receptor 183 (Homo sapiens), P32249; 7a,25-OHC stimulated; inhibition, % at 5 µM; 360,000 tested, 0.81% active; in the data active = inhibition above about 38%;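 note: enzyme fragment complementation signal reports receptor beta-arrestin coupling in cells; 0% = agonist plus DMSO wells and 100% = wells without agonist; some results beyond the cut were filed as inactive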
# Target sequence (P32249 whole entry, looked up, the tested form may be a part): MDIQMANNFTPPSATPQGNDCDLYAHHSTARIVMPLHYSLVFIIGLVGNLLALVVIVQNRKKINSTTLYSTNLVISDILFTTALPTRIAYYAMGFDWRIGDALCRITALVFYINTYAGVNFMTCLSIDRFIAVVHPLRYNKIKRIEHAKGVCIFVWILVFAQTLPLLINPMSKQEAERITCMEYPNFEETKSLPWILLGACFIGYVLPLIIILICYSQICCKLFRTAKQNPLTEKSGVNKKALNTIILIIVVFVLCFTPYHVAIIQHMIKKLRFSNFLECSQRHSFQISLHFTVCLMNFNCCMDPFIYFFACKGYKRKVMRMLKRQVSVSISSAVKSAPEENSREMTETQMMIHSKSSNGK
# Numbers without * were called inactive; nt = no result given; & = joins results of further samples.
SMILES,CHOP UPR activ,CCR6 antagonist,CXCR6 block,Gli-Sufu block,Mdm2 MdmX PPI,697 NFkB inh,Jurkat NFkB inh,UPR XBP1 act,EBI2 block
COc1cccc(C(=O)Nc2cccnc2)c1OC,1.4,5,3,11,-9,7,4,-1,-6
C=CC[C@@H](CC(=O)OC(C)(C)C)C(=O)OC[C@@H]1CCCN1C(=O)[C@@H](CC=C)CC(=O)N[C@H](CO)Cc1ccccc1,-1.1,19,-4,1,22,3,9,-3,0
CC(=O)Nc1ccc(S(=O)(=O)Nc2ccccc2N2CCOCC2)cc1Cl,0.7,15,3,2,6,6,7,-4,-1
CCOc1ccc(C(=O)NCc2ccncc2)cc1,-1.0,-8,-3,11,31,-11,-3,-2,-10
Nc1nnc(Cc2ccc(Cl)c(Cl)c2)s1,1.2,-14,-17,-23,11,5,-5,0,-11
O=C(c1ccccc1)N1CCN(CC#Cc2ccccc2)CC1,2.1,-8,-5,99*,-2,-39,-18,0,6
Cn1c(=O)c2c(nc(SCC(=O)NCC3CCCO3)n2C)n(C)c1=O (stereo unspecified),2.7,16,0,0,22,1,1,-4,-2
COc1ccc(NC(=O)C2Cc3ccccc3O/C2=N\O)cc1 (stereo unspecified),nt,4,0,-19,nt,nt,nt,nt,-1
COc1ccc(NS(=O)(=O)c2cc(NC(=O)CCNC(C)=O)ccc2N2CCCCC2)cc1,-2.8,3,6,7,38,2,2,0,5
O=[N+]([O-])c1cc(Cl)ccc1Nc1ccccc1,-1.1,24,11,-3,3,9,13,2,10
Cc1ccc(CN(C)C(=O)CN2C(=O)NC3(CCCc4ccccc43)C2=O)c(C)c1 (stereo unspecified),0.4,5,10,0,19,16,17,0,-3
Cn1cc(CN2CCN(Cc3ccccc3)C(CCO)C2)c(-c2ccccc2)n1 (stereo unspecified),0.1,7,1,11,11,-1,1,-3,4
CCCCOC(=O)c1sc2nc(N3CCOCC3)c3c(c2c1N)CC(C)(C)OC3,-0.8,8,2,-4,5,-8,-19,-3,-1
COCCn1c(=O)c2cc3c(=O)n(CCOC)c(=O)c3cc2c1=O,-0.5,-10,5,-9,4,16,17,-2,2
C/C(=N\NC(=O)OC(C)(C)C)c1ccc(-n2ccnc2)cc1,-0.1,0,-8,8,0,3,5,5,0
COC(=O)c1sc2cc(=O)n(-c3cccc(C(F)(F)F)c3)nc2c1O,0.9,-20,3,2,-24,23,-11,-3,2
O=[N+]([O-])c1ccc(N2CCC(=NOCc3ccc(Cl)cc3)CC2)cc1,-0.1,18,-2,0,-6,5,33,0,53*
CCc1cccc(C)c1NC(=O)c1ccoc1C,2.1,5,-2,4,-6,-8,-4,-3,8
CCOC(=O)C1=C(COC(=O)/C=C/c2ccc(OCC)c(OC)c2)NC(=O)NC1C (stereo unspecified),0.0,0,-11,0,-4,4,6,7,5
O=c1oc(-c2ccco2)nc2c1cnn2-c1ccccc1,-2.5,23,12,-4,17,20,6,-2,11
Cc1cc(C)n(C(=O)CCNC(=O)c2ccccc2Br)n1,-0.7,4,-8,4,-5,-4,4,0,2
COc1ccc2c(c1)CCC1C2=NN(/C(C)=C\C(C)=O)C1c1ccc(F)cc1 (stereo unspecified),2.6,-3,-17,-18,5,-26,-13,3,-7
COc1ccc(OC)c(/C=C/C(=O)OCC(=O)Nc2cccc(C(C)=O)c2)c1,2.7,7,-5,-1,1,11,17,-4,10
O=C1CC(c2cc(F)ccc2F)c2cc3c(cc2N1)CCC3 (stereo unspecified),-1.9,7,4,4,52*,-77,71*,-2,4
O=CNC1(c2ccccc2)CCCCC1,nt,3,-3,-1,nt,nt,nt,nt,0
SMILES,CHOP UPR activ,CCR6 antagonist,CXCR6 block,Gli-Sufu block,Mdm2 MdmX PPI,697 NFkB inh,Jurkat NFkB inh,UPR XBP1 act,EBI2 block
CN(C)C(=O)c1ccc(NS(=O)(=O)c2ccc3c(c2)OCCO3)cc1,2.9,-1,-12,-1,17,6,-5,-5,3
COc1ccc(-n2c(C)nc3c(cnn3-c3ccc(C)cc3)c2=O)cc1,1.9,-3,0,-14,9,-16,14,0,6
C=CCOC(=O)C1=C(C)NC(SCC(=O)NC(=O)OCC)=C(C#N)C1c1cccnc1 (stereo unspecified),-1.4,6&11,-2&0,0&-9,9,22,-5,-3,-4&-3
COc1cc(NC(=O)C2CCC(=O)N2S(=O)(=O)c2ccc(C)cc2)cc(OC)c1 (stereo unspecified),1.2,-5,-3,-10,-20,9,4,-4,-3
COc1ccc(NC(=S)NC(NC(=O)/C=C/c2ccccc2)C(Cl)(Cl)Cl)cc1 (stereo unspecified),17,2,-1,-14,39,-18,-6,17,15
CN(/N=C/c1ccc(-c2ccc([N+](=O)[O-])cc2)o1)c1ccccc1,0.3,22,31,-19,14,-3,-6,-1,14
CC(=O)OCn1nnc2ccccc2c1=O,-1.4,-3,-2,-18,10,7,11,6,-4
COc1cc(C(=O)NCCC(=O)N2CCN(C)CC2)cc(OC)c1OC,1.0,-4,-6,7,-30,-3,0,4,2
CC(=O)c1cccc(NC(=S)NC(=O)c2ccc(Br)cc2)c1,4.5,36,21,-79,-3,-109,91*,2,-9
O=C(O)C1CCN(C(=O)c2ccc(Cl)cc2)CC1,-0.6,19,-2,-2,-10,5,1,-2,-2
Cc1ccc(N(CC(=O)NCc2ccco2)C(=O)CCC(=O)Nc2ccccn2)cc1C,-3.5,-7,12,1,13,5,0,2,6
COC(=O)c1c(NC(=O)c2ccccc2F)sc2c1C(C(=O)OC)CC2 (stereo unspecified),3.3,16,0,-6,-7,0,-3,4,14
COc1cccc(N2[C@@H](CC(=O)O)c3cc(C(F)(F)F)ccc3S2(=O)=O)c1,0.6,6,-5,-12,-15,12,-24,0,1
FC(F)(F)c1cc(-c2ccco2)nc(-n2cnc3ccccc32)n1,0.9,2,8,16,30,-5,-8,11,-5
Cc1ccc(NC(=O)CN(C)C(=O)Nc2ccc(C)cc2)cc1,2.4,10,-4,-23,-35,-12,-12,-4,8
CC(C)CC(=O)Nc1c2c(nn1-c1ccc(F)cc1)CS(=O)C2 (stereo unspecified),-1.1,8,2,9,-7,-5,13,-5,1
O=C(CN1CCC(n2nnc3cc(F)ccc32)CC1)N1CCCc2ccccc21,-1.6,0,9,8,-12,-10,-4,2,10
NC(=O)C1=NOC(CNc2ncc(C(F)(F)F)cc2Cl)C1 (stereo unspecified),2.7,14,-7,3,-20,-20,-14,-1,3
CCN(CC)S(=O)(=O)c1cccc(NC(=O)c2ccccc2Br)c1,-0.7,10,5,1,21,-14,2,0,-3
O=C(CSc1nnc(Cc2ccccc2)c(=O)[nH]1)Nc1ccccc1,1.9,18,6,-2,13,-4,1,-4,-3
Cc1nc(N/N=C/c2ccc(O)cc2)c2cnn(-c3ccccc3)c2n1,3.7,-7,-4,13,59*,-16,3,16,53*
Cc1cc(C)c(C#N)c(Nc2ccccc2F)n1,0.9,5,1,23,-10,-8,6,-1,-14
Cc1ccc(NC(=O)CCN2C(=O)NC3(CCCC3)C2=O)cc1S(=O)(=O)N1CCOCC1,-1.2,1,-2,-7,19,10,5,-3,0
O=C(Cc1ccccc1)NNc1ccc2ccccc2c1,1.0,22,4,4,28,-42,-31,-5,17
O=C(NNC(=O)c1cc2cc(OC(F)(F)F)ccc2[nH]1)c1ccc(Cl)cc1,0.2,10,2,6,1,14,21,-1,14
CCN(c1ccccc1)S(=O)(=O)c1ccc(C(=O)OC(C)C(=O)NCCC2=CCCCC2)cc1 (stereo unspecified),-1.4,21,8,-3,32,-7,4,-4,15
COc1ccccc1-c1c(C(F)(F)F)oc2cc(OC(=O)c3cccc([N+](=O)[O-])c3C)ccc2c1=O,1.0,32,27,3,28,-28,5,1,2
CCOC(=O)C(=O)N1CCN(c2ccccc2OC)CC1,0.7,9,6,3,17,12,2,-2,5
COC(=O)Nc1ccc(S(=O)(=O)N2CCCC(C(=O)N3CCCCC3)C2)cc1 (stereo unspecified),-1.6,3,0,43,4,8,18,-2,1
COc1cc(/C=N/NC(=O)Nc2ccccc2)ccc1OCCOc1ccccc1C,24,-10,-9,-7,64*,-16,-15,26,-1

# Sorted by value in 697 NFkB inh (smallest number first): three from the list above.
SMILES	CCR6 antagonist	CXCR6 block	Mdm2 MdmX PPI	697 NFkB inh	Jurkat NFkB inh	UPR XBP1 act	EBI2 block
NC(=O)C1=NOC(CNc2ncc(C(F)(F)F)cc2Cl)C1 (stereo unspecified)	14	-7	-20	-20	-14	-1	3
COc1ccc(-n2c(C)nc3c(cnn3-c3ccc(C)cc3)c2=O)cc1	-3	0	9	-16	14	0	6
Cc1ccc(NC(=O)CCN2C(=O)NC3(CCCC3)C2=O)cc1S(=O)(=O)N1CCOCC1	1	-2	19	10	5	-3	0

# Part of the list above, reformatted:
Molecule	CHOP UPR activ	CCR6 antagonist	CXCR6 block	Gli-Sufu block	Mdm2 MdmX PPI	697 NFkB inh	Jurkat NFkB inh	UPR XBP1 act	EBI2 block
CCOC(=O)C1=C(COC(=O)/C=C/c2ccc(OCC)c(OC)c2)NC(=O)NC1C (stereo unspecified)	0.0	0	-11	0	-4	4	6	7	5
O=c1oc(-c2ccco2)nc2c1cnn2-c1ccccc1	-2.5	23	12	-4	17	20	6	-2	11
Cc1cc(C)n(C(=O)CCNC(=O)c2ccccc2Br)n1	-0.7	4	-8	4	-5	-4	4	0	2
COc1ccc2c(c1)CCC1C2=NN(/C(C)=C\C(C)=O)C1c1ccc(F)cc1 (stereo unspecified)	2.6	-3	-17	-18	5	-26	-13	3	-7
COc1ccc(OC)c(/C=C/C(=O)OCC(=O)Nc2cccc(C(C)=O)c2)c1	2.7	7	-5	-1	1	11	17	-4	10
O=C1CC(c2cc(F)ccc2F)c2cc3c(cc2N1)CCC3 (stereo unspecified)	-1.9	7	4	4	52*	-77	71*	-2	4
O=CNC1(c2ccccc2)CCCCC1	nt	3	-3	-1	nt	nt	nt	nt	0
CN(C)C(=O)c1ccc(NS(=O)(=O)c2ccc3c(c2)OCCO3)cc1	2.9	-1	-12	-1	17	6	-5	-5	3
COc1ccc(-n2c(C)nc3c(cnn3-c3ccc(C)cc3)c2=O)cc1	1.9	-3	0	-14	9	-16	14	0	6
C=CCOC(=O)C1=C(C)NC(SCC(=O)NC(=O)OCC)=C(C#N)C1c1cccnc1 (stereo unspecified)	-1.4	6&11	-2&0	0&-9	9	22	-5	-3	-4&-3
COc1cc(NC(=O)C2CCC(=O)N2S(=O)(=O)c2ccc(C)cc2)cc(OC)c1 (stereo unspecified)	1.2	-5	-3	-10	-20	9	4	-4	-3
COc1ccc(NC(=S)NC(NC(=O)/C=C/c2ccccc2)C(Cl)(Cl)Cl)cc1 (stereo unspecified)	17	2	-1	-14	39	-18	-6	17	15
CN(/N=C/c1ccc(-c2ccc([N+](=O)[O-])cc2)o1)c1ccccc1	0.3	22	31	-19	14	-3	-6	-1	14
